# JMJD2C inh – inhibitors of GASC-1 histone demethylase, primary screen, biochemical, fluorescence, DELFIA europium | Lysine-specific demethylase 4C (Homo sapiens), Q9H3R0 | GST-JMJD2C(1-420) H3K9me3 demethylation | inhibition, % at 2.35 µM | 0.069% of 330,000 active;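 active means more than half of a compound's replicate wells show inhibition beyond 50%, single wells judged on their own value; inconclusive means some, but no more than half, of replicates pass 50% inhibition; inactive means no replicate passes 50% inhibition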;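 further: signal counts dimethyl H3K9 product captured on neutravidin plate; 0% = median of DMSO wells and 100% = 0.3 times that DMSO median; strong numbers were not always called active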
# Target sequence (Q9H3R0 1-420 limits assumed): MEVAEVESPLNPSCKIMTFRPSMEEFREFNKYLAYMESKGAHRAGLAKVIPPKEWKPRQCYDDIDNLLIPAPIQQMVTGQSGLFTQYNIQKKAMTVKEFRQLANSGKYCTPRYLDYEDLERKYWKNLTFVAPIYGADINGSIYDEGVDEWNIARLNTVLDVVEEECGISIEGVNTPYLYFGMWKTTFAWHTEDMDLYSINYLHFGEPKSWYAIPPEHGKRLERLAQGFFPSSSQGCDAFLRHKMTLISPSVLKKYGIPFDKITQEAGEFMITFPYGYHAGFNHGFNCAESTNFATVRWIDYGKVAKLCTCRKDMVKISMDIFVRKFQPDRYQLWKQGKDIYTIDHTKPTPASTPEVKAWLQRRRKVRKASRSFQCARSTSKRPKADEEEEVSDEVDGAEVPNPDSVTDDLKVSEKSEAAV
# An asterisk follows results filed as active; i = inactive; ? = inconclusive.
SMILES,JMJD2C inh
CCOC(=O)c1ccc(NC(=O)c2nc[nH]c2C(=O)N2CCN(C(=O)OC(C)(C)C)CC2)cc1,16.9
CC(/C(O)=C(\C#N)c1nc2ccccc2n1C)N1C(=O)c2ccccc2C1=O (centres undefined),20.5
CC(C)(C)c1ccc(/C=C/C(=O)N2CCCCC2)cc1,0.1
CCCCC(=O)N/N=C(C)/C=C/c1ccccc1F,-16.6
COc1ccc(C(=O)N2CCC(NC(=O)C(Cc3ccccc3OC)NC(C)=O)CC2)cc1 (centres undefined),-17.3
COCCn1c(C)cc(C(=O)CSc2ncnc3sc4c(c23)CCC4)c1C,-3.9
CCOC(=O)C1CCN(CC(=O)Nc2cc(C)nn2-c2nc3ccccc3s2)CC1,12.0
COC(C[C@@H]1O[C@@H]1C(=O)COCc1ccccc1)OC,-23.3
CCOC(=O)c1ccccc1NC(=O)c1cncc(Br)c1,-12.8
Cc1c(C#N)c(O)n(C)c(=O)c1N=Nc1ccc(S(N)(=O)=O)cc1,0.0
COc1ccc2[nH]c(C(=O)N3CCNCC3)cc2c1OC,-4.0
Cc1ccc(S(=O)(=O)N(CC(=O)Nc2ccc(C)c(Cl)c2)C(=O)N2CCN(C)CC2)cc1,1.3
Cc1ccc(C)c(/C(O)=C2\C(=O)C(=O)N(CCCN3CCOCC3)C2c2cccnc2)c1 (centres undefined),2.0
O=C(Nc1cccc(NC(=O)c2ccc(Br)o2)c1)c1ccccc1,0.7
O=C(/C=C/c1ccc(O)c(O)c1)O[C@H](Cc1ccc(O)c(O)c1)C(=O)O,-10.7
COc1cc(/C=C\C(=O)O)cc(S(=O)(=O)N2CCCCCC2)c1OC,9.5
CCCc1nnc(NC(=O)C(=O)NCCN(C)C)s1,64.3
CN(C)c1ccc(N=C/C=C2/N(C)c3ccccc3C2(C)C)cc1,153.9
CCOCCCNC(=S)N1CCCN(c2nc3c(C)c(C)ccc3cc2C#N)CC1,-9.2
CCCC(=O)N1CCN(c2ccc(NC(=O)c3ccc([N+](=O)[O-])o3)cc2Cl)CC1,-3.5
CC(C)CN(C(=O)c1cccs1)C1CCS(=O)(=O)C1 (centres undefined),7.7
Cc1nc2ncccn2c1-c1csc(Nc2ccc(O)cc2)n1,-14.6
Cc1ccc(C(=O)N/C(=C\c2cn(S(=O)(=O)N(C)C)c3ccccc23)C(=O)NCCN2CCOCC2)cc1,-9.9
CCn1cc(C(=O)NC2CCc3ccccc32)c(=O)c2ccc(C)nc21 (centres undefined),9.3
Nc1nonc1-c1nc2ccccc2n1CC(=O)N/N=C/c1ccc(-c2cccc(C(=O)O)c2)o1,i
CC1=NN(c2ccc(C)cc2)C(=O)/C1=C/c1ccc(-c2cc([N+](=O)[O-])ccc2O)o1,i
COC(=O)c1ccc(NC(=O)C2CCCN2C(=O)Nc2cccc(C(C)=O)c2)cc1 (centres undefined),39.3
O=C(c1ccc(N2C(=O)C3C4CC(C(Br)C4Br)C3C2=O)cc1)N1CCCCC1 (centres undefined),7.3
Cc1cc(NC(=O)c2cncc(Br)c2)n(-c2ccccn2)n1,4.0
Cc1cc(C=NCCCO)c(C)n1-c1cc(Cl)ccc1Cl,6.9
CN1C=CC(=C2C(=O)c3ccccc3C2=O)C=C1,-42.6
CCN(Cc1cc2ccc(C)cc2[nH]c1=O)C(=O)c1ccncc1,-3.4
COc1ccc(NC(=S)NC(=O)c2ccccc2)cn1,-1.6
O=C(c1cccs1)N(CCO)Cc1cc2cc3c(cc2[nH]c1=O)OCCO3,-6.0
COc1ccccc1CN1CC(C(=O)NCc2ccc(SC)cc2)CCC1=O (centres undefined),-4.6
Cc1nc(N2CCN(Cc3ccc4c(c3)OCO4)CC2)[nH]c(=O)c1C,-10.3
COc1ccccc1-c1c(C)oc2c(CN3CCCC(C)C3)c(O)ccc2c1=O (centres undefined),-1.0
COc1ccc(C(=O)N=c2c(C#N)cc3c(=O)n4cccc(C)c4nc3n2Cc2ccco2)cc1,1.2
O=C(Cn1cnc2c(cnn2-c2ccc(F)cc2)c1=O)N1CCN(c2ccccc2)CC1,-14.1
Cn1c2ccc(F)cc2c2nnc(NN)nc21,-10.2
Cc1ccc(-n2nnnc2CCl)cc1,1.4
COCC(=O)Nc1nc2n(n1)C(c1ccc(OC)cc1)CC(c1ccc(OC)cc1)N2 (centres undefined),77.7
O=C(Nc1ccccc1)Nc1snnc1C(=O)Nc1cccc(O)c1,14.6
COc1ccccc1NC(=O)Nc1cc(C(C)C)ccc1C,0.4
CCCCCc1c(C)nc(N2CCc3ccccc32)[nH]c1=O,13.3
COc1ccc(Cn2nnnc2C(c2ccccc2Cl)N2CCN(C)CC2)cc1 (centres undefined),-3.1
COc1ccc(-c2coc3c(C)c4oc(=O)c(CC(=O)O)c(C)c4cc23)cc1,13.9
CC1(C)Cc2ccccc2C(=NCCCCCC(=O)O)N1,-12.9
O=C(C1=C(c2ccccc2)C(=O)c2ccccc2C1=O)c1ccccc1,-4.3
CCOC(=O)c1ccccc1NC(=O)CN(c1ccc(OCC)cc1)S(C)(=O)=O,-3.2

# (more compounds)
SMILES,JMJD2C inh
ClCc1nnc(-c2cc3c(s2)CCCC3)o1,-1.4
O=C(O)c1cccc(NS(=O)(=O)c2ccc(S(=O)(=O)N3CCOCC3)cc2)c1,6.7
CC1CCCCC1NC(=O)CN1C(=O)c2cccc(N)c2C1=O (centres undefined),-16.8
CC(CCc1ccccc1)NC(=O)CNC(=S)N(Cc1cccs1)C1CCCC1 (centres undefined),7.5
CCN1CCc2c(C#N)c(N3CCOCC3)nc(NCc3ccccc3)c2C1,26.7
O=C(CCN1C(=O)c2ccccc2S1(=O)=O)Nc1ccccc1F,3.4
Cc1cc(N2CCN(C)CC2)nc2ccc(NC(=O)CCC(=O)NCCc3ccc(Cl)cc3)cc12,1.0
Cc1ccc(NC(=O)Cn2nc(C)c([N+](=O)[O-])c2C)cc1Cl,-8.6
CCn1c(SCC(=O)Nc2nccs2)nnc1-c1cc2cccc(OC)c2o1,-6.7
O=c1[nH]c2ccc(N=Cc3c(O)ccc4cc(Br)ccc34)cc2[nH]1,-5.5
C#CCOCCOCCOCCNc1nc(OC)nc(N2CCN(C(=O)[C@H](CCCCN)n3cc(C(N)CO)nn3)CC2)n1 (some centres undefined),-2.5
COc1cccc(CCNC(=O)C2CCC(=O)N(C3CC3)C2)c1OC (centres undefined),-11.0
CC(C)Nc1nc(NC(C)C)nc(N(C#N)C(C)C(=O)N(C)C)n1 (centres undefined),-20.0
CC(C)c1nc2sc3c(=O)[nH]c(=S)[nH]c3c2c2c1CCC2,2.8
Cc1ccc(-c2cc3nc(-c4ccccc4)cc(N4CCOCC4)n3n2)cc1,44.7
Cc1ccc(C(=O)N2CCN(CCNC(=O)C(=O)Nc3ccc(Cl)cc3)CC2)cc1,19.0
CCc1cc(CNC(=O)C2CCC(=O)N(CCc3cccc(F)c3)C2)on1 (centres undefined),2.5
CC(=O)c1ccc2c(c1)c(C#N)c1ccccc1[n+]2[O-],8.8
Cc1ccc(C(=O)C2CCN(S(=O)(=O)c3ccccc3C(=O)O)CC2)cc1,-6.7
Cc1c(N/N=C(\C#N)C(=O)c2ccccc2)c(=O)n(-c2ccccc2)n1C,41.8
C=CCN1C(=O)/C(=C2/C(=O)N(CC(=O)O)c3ccccc32)S/C1=N/c1nccs1,8.9
CC(C)CN(C(=O)COC(=O)c1cc2ccccc2oc1=O)C1CCS(=O)(=O)C1 (centres undefined),-8.2
O=C1c2cccc3cc([N+](=O)[O-])cc(c23)C(=O)N1CCN1CCCC1,5.4
CSc1nnc2c3c4c(sc3nc(-n3nc(C)cc3C)n12)COC(C)(C)C4,-12.0
C=CCOn1c(=O)c(-c2ccc(Cl)cc2)[n+]([O-])c2ccccc21,8.3
c1ccc(Cn2c(-c3cccs3)nc3nc4ccccc4nc32)cc1,-21.5
COC(=O)c1ccc(COc2ccc3c(C)c(C)c(=O)oc3c2C)o1,-3.1
COc1ccc(C(c2nnnn2C(C)(C)C)N2CCN(c3nc4ccccc4s3)CC2)cc1 (centres undefined),-7.1
O=C(O)c1cc(-c2ccc(/C=N/Nc3ccc([N+](=O)[O-])cn3)o2)ccc1Cl,-6.1
Cc1ccc2[nH]c3c(NCCN4CCOCC4)ncnc3c2c1,10.9
Cc1ccc(-n2cc(-c3ccccc3)c3c(N4CCOCC4)ncnc32)cc1,?
CCOc1ccc(-n2cc(C(=O)Nc3ccc(Cl)cn3)c3cc(OC)c(OC)cc3c2=O)cc1,87.9
COC(=O)c1c(-c2ccc(C)cc2)csc1NC(=O)Cc1ccc(OC)c(OC)c1,-4.4
COc1ccc(NC(=O)CN2CCN(CC(=O)Nc3ccccc3OC)CC2)c(OC)c1,7.6
Cn1cc(Cl)c(C(=O)OCC(=O)Nc2cccc(Cl)c2)n1,8.0
COc1ccc(NC(=O)c2ccco2)cc1NC(=O)c1cccc(F)c1,-10.6
CC(C)c1nnc(N2C(=O)C(O)=C(C(=O)c3cccs3)C2c2ccccc2)s1 (centres undefined),10.9
COc1cc(C(C(=O)NC2CCCCC2)N(C(=O)c2cnccn2)c2ccccc2)cc(OC)c1OC (centres undefined),-2.4
COc1ccc(S(=O)(=O)N(CCCN2CCCC2=O)Cc2cc3cc(C)c(C)cc3[nH]c2=O)cc1,-1.5
COc1cccc(NS(=O)(=O)c2ccc3[nH]cc(C(=O)NC4CC4)c(=O)c3c2)c1,4.1
COc1ccc(NC(=O)c2cc3cccc(OC)c3oc2=Nc2ccc(C(=O)O)cc2)cc1OC,-7.6
CCOC(=O)c1c(NC(=O)c2ccc(-n3cnnn3)cc2)sc2c1CCCC2,-0.7
COc1cc(/C=N/NC(=O)c2ccc(CN3c4cccc5cccc(c45)S3(=O)=O)cc2)cc(OC)c1O,-5.0
COc1ccc(C(c2nnnn2C(C)(C)C)N2CCN(c3nc4ccccc4s3)CC2)cc1OC (centres undefined),-10.4
O=C1/C(=C/c2ccco2)SC(=S)N1c1cccnc1,-0.1
COc1ccc(N(C(=O)c2snc(C(N)=O)c2N)C(C(=O)NC2CCCC2)c2ccco2)c(OC)c1 (centres undefined),-3.1
FC(F)(F)c1cnc2c(-c3ccccc3)n[nH]c2c1,-1.8
O=C(c1cccnc1)n1nc(-c2ccco2)nc1NCc1cccs1,6.9
CCCCC(C(=O)NC(C)(C)C)N(Cc1ccccc1Cl)C(=O)c1snc(C(N)=O)c1N (centres undefined),6.5
CCc1nn(CC(=O)N2CCN(Cc3ccc4c(c3)OCO4)CC2)c(=O)c2cc3occc3n12,-7.0

# (continued)
SMILES,JMJD2C inh
COc1ccc(C2CC(O)(c3ccccc3)Oc3cc(OC)cc(OC)c32)cc1 (centres undefined),-16.6
CC(=O)Cn1ncc(Br)c(Br)c1=O,-14.4
COc1ccccc1N1CCN(C(=O)c2c(-c3c(F)cccc3Cl)noc2C)CC1,7.8
O=C(NCc1ccco1)Nc1cccc([N+](=O)[O-])c1,-3.4
CCc1ccccc1N(C(=O)c1snc(C(N)=O)c1N)C(C(=O)NCC1CCCO1)c1ccc(OC)c(OC)c1 (centres undefined),-7.8
CCCCNC(=O)CCCn1c(=O)c2ccccc2n(CC(=O)NCCC2=CCCCC2)c1=O,15.6
COc1ccc(Nc2nc(=O)c3cc([N+](=O)[O-])ccc3s2)cc1,-12.7
Cc1ccc(N=Nc2c(N)[nH]n3c(=O)c4c(nc23)CCCC4)cc1,-7.5
CCOc1ccccc1CNc1ccc(O)cc1,-32.7
CCOc1ccc2[nH]c(=O)c(CN(Cc3cccs3)C(CC)c3nnnn3C(C)(C)CC)cc2c1 (centres undefined),-10.0
O=c1nc2s/c(=C\c3ccc(-c4ccccc4[N+](=O)[O-])o3)c(=O)n2nc1-c1ccccc1,-5.7
O=C(NCC1(c2ccccc2)CCCC1)C(=O)NCC1(c2ccccc2)CCCC1,-19.2
Cc1ccc(-n2ncc3c(SCc4cccnc4)ncnc32)c(C)c1,-1.0
COC(=O)c1[nH]c2cc(OC)ccc2c1NC(=O)CCN1CCN(Cc2ccc3c(c2)OCO3)CC1,-20.8
CN(C)S(=O)(=O)N1CCc2ccc(NC(=O)C3CCCO3)cc2C1 (centres undefined),0.4
COc1ccc(NC(=O)c2oc3ccccc3c2CSC)cn1,-17.1
COCCn1nnnc1C(CC(C)C)N1CCN(c2cccc(OC)c2)CC1 (centres undefined),-3.8
Cc1cc(C)n(-c2nc(NCCC(C)C)c3c4c(sc3n2)COC(C)(C)C4)n1,-6.7
Oc1ccc(/C=N/N(Cc2ccccc2)c2ccccc2)c(O)c1O,9.9

# Among those listed so far, these have a Cl atom.
SMILES,JMJD2C inh
Cc1ccc(S(=O)(=O)N(CC(=O)Nc2ccc(C)c(Cl)c2)C(=O)N2CCN(C)CC2)cc1,1.3
CCCC(=O)N1CCN(c2ccc(NC(=O)c3ccc([N+](=O)[O-])o3)cc2Cl)CC1,-3.5
Cc1cc(C=NCCCO)c(C)n1-c1cc(Cl)ccc1Cl,6.9
Cc1ccc(-n2nnnc2CCl)cc1,1.4
COc1ccc(Cn2nnnc2C(c2ccccc2Cl)N2CCN(C)CC2)cc1 (centres undefined),-3.1
ClCc1nnc(-c2cc3c(s2)CCCC3)o1,-1.4
Cc1cc(N2CCN(C)CC2)nc2ccc(NC(=O)CCC(=O)NCCc3ccc(Cl)cc3)cc12,1.0
Cc1ccc(NC(=O)Cn2nc(C)c([N+](=O)[O-])c2C)cc1Cl,-8.6
Cc1ccc(C(=O)N2CCN(CCNC(=O)C(=O)Nc3ccc(Cl)cc3)CC2)cc1,19.0
C=CCOn1c(=O)c(-c2ccc(Cl)cc2)[n+]([O-])c2ccccc21,8.3
O=C(O)c1cc(-c2ccc(/C=N/Nc3ccc([N+](=O)[O-])cn3)o2)ccc1Cl,-6.1
CCOc1ccc(-n2cc(C(=O)Nc3ccc(Cl)cn3)c3cc(OC)c(OC)cc3c2=O)cc1,87.9
Cn1cc(Cl)c(C(=O)OCC(=O)Nc2cccc(Cl)c2)n1,8.0
CCCCC(C(=O)NC(C)(C)C)N(Cc1ccccc1Cl)C(=O)c1snc(C(N)=O)c1N (centres undefined),6.5
COc1ccccc1N1CCN(C(=O)c2c(-c3c(F)cccc3Cl)noc2C)CC1,7.8

# This is a subset; the hit share may differ from the screen's.
